DAX1 inh-1: blocks DAX1 repression of SF-1 activated StAR promoter | HEK293T StAR-luciferase reporter, SF-1/DAX-1 repression relief | inhibition, % at 6.8 µM | 370,000 tested, 1.1% active | AID 652010;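 active = inhibition above the mean over all tested compounds plus 3 SD, cut at about 3.6% in these data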;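 note: 0% = DAX-1 cells with DMSO and 100% = cells lacking DAX-1 with DMSO; higher inhibition means more luminescence from relief of DAX-1 repression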
NR1D1 modulator: modulators of human Rev-erb alpha DNA binding; P20393; Rev-erbα–FITC-DNA binding, fluorescence polarization, 90 min; activity, % at 10 µM; 370,000 tested, 0.79% active; AID 1259318;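 active = activity above about 14%, limit read from the data; passing the limit was not always enough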;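 note: 0% = DMSO wells with 35 nM protein and 100% = DMSO wells with 750 nM protein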
ssDAF12 agonist: S. stercoralis DAF-12 activation, primary screen. AID 652126. HEK293 ssDAF-12/GRIP1 lit1-tk-luc reporter, luminescence; % of 3 µM dafachronic acid response. activation, % at 6.8 µM. 370,000 tested, 1% active;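 active = activation above the mean over all tested compounds plus 3 SD, cut at about 0.9% in these data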;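 note: 0% = DMSO-only wells and 100% = 3 µM delta7-dafachronic acid wells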
FXN GAA850 act: activators of GAA850 frataxin (FXN) promoter. HEK293 lucGAA850 FXN promoter luciferase reporter, 24 h; percent of 10 µM SAHA response. activation, % at 6 µM. 360,000 tested, 0.56% active. AID 540364;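 active = activation above the average of all compounds screened plus 3 SD, cutoff fixed separately per campaign, cut at about 7.5% in these data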;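 note: 0% = DMSO wells and 100% = 10 µM SAHA wells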
SMARCA2 activ: activators of SMARCA2 function. 370,000 tested, 1% active. MG213 cells, MMTV-luciferase reporter, dexamethasone, overnight. activation, % at 9.1 µM; in the data active = activation above about 7.8%;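 note: 0% = vehicle wells and 100% = reference activator wells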
HGIII-sPLA2 inh: Blocks human group III sPLA2 activity; Q9NZ20; QFRET BODIPY PC-A2 liposome hydrolysis, fluorescence; inhibition, % at 12.2 µM; 370,000 tested, 0.56% active;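 active = inhibition above mean plus 3 SD of compounds lying within the high and low control bounds, cut at about 19% in these data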;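 note: 0% = median of test compound wells and 100% = no enzyme DMSO wells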
Target sequence (Q9NZ20 whole entry, looked up): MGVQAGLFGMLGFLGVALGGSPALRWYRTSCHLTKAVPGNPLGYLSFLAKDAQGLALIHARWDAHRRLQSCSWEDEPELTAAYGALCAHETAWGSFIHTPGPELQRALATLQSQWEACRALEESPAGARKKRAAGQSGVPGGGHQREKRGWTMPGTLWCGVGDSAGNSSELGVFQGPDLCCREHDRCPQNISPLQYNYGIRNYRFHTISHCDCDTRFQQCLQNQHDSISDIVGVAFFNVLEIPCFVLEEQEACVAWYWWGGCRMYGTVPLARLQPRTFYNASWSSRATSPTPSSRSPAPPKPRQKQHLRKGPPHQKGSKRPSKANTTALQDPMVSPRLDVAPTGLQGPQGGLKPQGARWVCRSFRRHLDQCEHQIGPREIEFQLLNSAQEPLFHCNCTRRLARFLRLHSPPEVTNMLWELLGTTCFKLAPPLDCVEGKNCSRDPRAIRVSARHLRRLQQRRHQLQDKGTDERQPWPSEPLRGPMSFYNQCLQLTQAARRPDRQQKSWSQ
hcDAF-12 act: H. contortus DAF-12 activation, primary screen; HEK293 hcDAF-12 lit1-tk-luc reporter, luminescence; 0% DMSO, 100% Δ7-dafachronic acid; activation, % at 6.8 µM; 370,000 tested, 1.4% active; AID 652067;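 active = activation above the mean of all tested compounds plus 3 SD, cut at about 5.5% in these data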;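 note: 100% = response to 3 µM Δ7-dafachronic acid high control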
DAX1 inh-2: inhibits human nuclear receptor DAX1; P51843; HEK293 Gal4-DAX1 luciferase reporter, luminescence; inhibition, % at 6.75 µM; 340,000 tested, 0.99% active; AID 504766;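 active = inhibition above the mean over all tested compounds plus 3 SD, cut at about 4.2% in these data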;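 note: 0% = DAX1-transfected cells with DMSO and 100% = empty-vector control cells with DMSO; inhibition shows as a rise in luminescence from relieved DAX1 repression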
Target sequence (P51843 207-470 limits assumed): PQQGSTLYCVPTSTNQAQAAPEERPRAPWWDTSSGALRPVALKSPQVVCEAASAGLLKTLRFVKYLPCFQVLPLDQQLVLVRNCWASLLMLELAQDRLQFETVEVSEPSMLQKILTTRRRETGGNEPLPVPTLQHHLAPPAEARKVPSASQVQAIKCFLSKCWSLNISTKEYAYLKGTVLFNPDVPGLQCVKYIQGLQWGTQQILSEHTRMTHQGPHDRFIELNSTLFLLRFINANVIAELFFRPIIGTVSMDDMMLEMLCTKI
PLC-beta3 inh: inhibitors of human phospholipase C beta3 | Q01970 | Purified PLC-beta3, fluorogenic substrate, fluorescence | inhibition, % at 12.2 µM | 370,000 tested, 0.18% active; in the data active = inhibition above about 11%;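 note: 0% = median of compound wells on plate and 100% = full blocker control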
hgDAF12 agonist: agonists of H. glycines DAF-12 nuclear receptor | 370,000 tested, 1.8% active | activation, % at 6.8 µM | HEK293 GAL4-hgDAF12 UAS-luciferase reporter, agonist luminescence; normalized to butyrate control;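 active = activation above a cutoff set at the mean of all screened compounds plus 3 SD, cut at about 10% in these data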;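 note: 0% = DMSO wells and 100% = sodium butyrate wells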
PG9 binder: binds the HIV-1 gp120 antibody PG9; 360,000 tested, 0.43% active; TR-FRET gp120-PG9 antibody binding; inhibition, % at 6.7 µM; in the data active = inhibition above about 8.5%
An asterisk follows results filed as active; . = not tested or not shown.

SMILES	DAX1 inh-1	NR1D1 modulator	ssDAF12 agonist	FXN GAA850 act	SMARCA2 activ	HGIII-sPLA2 inh	hcDAF-12 act	DAX1 inh-2	PLC-beta3 inh	hgDAF12 agonist	PG9 binder
Cn1nc(C(C)(C)C)cc1C(=O)NCC1CCN(C(=O)C(=O)c2cc3ccccc3o2)CC1	-3.4	-4	-1.9	.	-7	-5	-3.5	.	-1	-2.7	0.2
COc1cc(-c2nnc3sc(-c4ccncc4)nn23)cc(OC)c1OC	0.6	9	-1.4	1.0	5	-5	-1.0	3.0	-3	1.0	-1.5
Cc1ccccc1NC(=S)Nn1cnnc1	0.4	-3	-1.4	2.4	-1	3	-1.0	0.2	-3	2.3	-2.3
O=C(NN=Cc1c[nH]c2ccccc12)NN=Cc1c[nH]c2ccccc12	-0.5	8	0.6	2.2	1	-14	1.9	-0.5	1	-1.8	-0.8
COc1cccc(-c2nc(-c3ccc(NC(=O)c4ccncc4)cc3)no2)c1	1.8	4	-1.8	-2.3	-2	-6	-1.9	-1.1	1	-1.1	-1.5
O=C(NNC(=O)C1C2CCC(C2)C1C(=O)O)c1cccc(Cl)c1 (stereo not drawn)	0.1	-7	-0.6	0.6	1	1	-1.2	-0.4	0	2.4	-1.4
Cc1ccc(C(=O)c2coc3ccc(O)c(Cl)c23)cc1	3.0	1	0.0	2.2	3	-19	4.0	6.5*	-1	17*	-1.0
COC(=O)c1ccc(NC(=O)c2ccc3c(c2)C(=O)N(Cc2cccnc2)C3=O)cc1	-1.1	4	-1.2	-1.4	-2	3	-0.3	0.6	-7	1.4	-1.5
CC1CN(C(=O)COc2ncnc3ccccc23)CC(C)O1 (stereo not drawn)	0.2	0	-1.2	0.3	-1	13	-0.1	2.3	7	-2.0	-0.3
CCC(C)N(C)C1CCN(C(=S)Nc2cccc(SC)c2)CC1 (stereo not drawn)	-0.4	1	-0.3	2.6	-6	17	-1.1	0.7	-7	-0.4	-0.2
O=C(c1ccc(Cl)cc1)N1CCC(C(=O)N2CCN(c3ncccn3)CC2)CC1	-1.8	7	-0.8	-0.3	-3	4	-1.2	-0.2	-12	0.8	-0.4
CCC(C)[C@H](NC(=O)[C@@H]1CSC2c3ccccc3C(=O)N21)C(=O)NCC1CCCO1 (stereo partly drawn)	0.1	-7	-0.7	-0.5	-2	-8	0.4	0.1	-3	-0.7	-0.3
COc1cccc(C2C(C#N)=C(N)Oc3cc(C)n(Cc4ccccn4)c(=O)c32)c1OC (stereo not drawn)	0.4	-7	-0.8	2.7	-3	10	2.3	0.0	-11	-0.5	1.5
COc1ccc(OCCCC(=O)NNC(=O)c2ccncc2)cc1	-0.6	0	-0.7	-0.2	0	6	-0.7	0.4	-1	0.7	-0.5
CC1CN(C(=O)/C=C/c2ccc(SC(F)F)cc2)CC(C)O1 (stereo not drawn)	-0.2	0	-1.0	0.9	-1	5	0.7	1.6	0	-1.2	-1.7
CCN1CCN(CC(=O)Nc2cccc(C)c2C)C(=O)C1=O	0.6	0	-1.2	0.5	0	3	-1.3	-0.4	2	-1.1	0.6
CCOC(=O)C1(CCCc2ccccc2)CCN(Cc2cnc(C)s2)CC1	-1.9	-2	-1.7	-1.4	-4	-7	-1.4	-2.3	3	3.4	3.8
Cc1cc2nc(CCl)cc(=O)n2[nH]1	-0.5	3	-0.4	-0.4	1	1	0.1	-1.7	-2	-3.1	-3.7
CCCn1c(SCC(=O)N(C)C2CCS(=O)(=O)C2)nc2sc3c(c2c1=O)CCC3 (stereo not drawn)	-1.8	-2	-1.1	0.2	0	5	-1.3	-1.3	1	-4.1	-1.3
COc1ccc(-n2c(=O)[nH]cc(C(=O)Nc3ccc4c(c3)OCO4)c2=O)cc1OC	0.5	5	-1.1	-0.7	1	9	0.5	0.1	-3	-2.5	-2.7
CC(C)CCN1C(=O)c2ccc(C(=O)Nc3c[nH]c(=O)[nH]c3=O)cc2C1=O	0.0	6	-1.0	-0.2	-3	0	0.7	2.8	-2	-3.3	-0.9
Cc1cc(Oc2cccc3c2S(=O)(=O)N(C2CCCC2)CC(COCc2ccccc2)O3)cc(C)c1C (stereo not drawn)	3.4	3	-1.5	0.1	-2	9	0.6	-0.9	2	0.8	-0.9
Cc1c(C)n(C)c2ccc(C(=O)Nc3cccc4ccccc34)cc12	-0.5	1	-0.9	1.2	2	-16	-0.7	1.0	-34	0.4	-1.7
CC(=O)C(/C=N/c1cc(-c2ccc(C)cc2)nn1-c1ccccc1)=C(\C)O	3.5	0	1.1*	7.6	1	9	5.6*	1.3	5	19*	-1.1
N#CC(=C=[N-])c1nc2ccccc2nc1-[n+]1cccc(NC(=O)c2cccs2)c1	0.5	-6	-0.9	-0.4	-4	9	0.0	-0.3	-16	-1.2	-2.1
O=C(COC(=O)CNC(=O)C1CCCCC1)Nc1ccccc1Cl	0.4	0	-1.2	-0.8	2	2	-2.0	1.0	2	0.2	0.4
CC(CCc1ccccc1)NC(=O)COC(=O)C(CCC(N)=O)NC(=O)c1ccc(F)cc1 (stereo not drawn)	0.2	0	-1.5	2.8	-4	9	-0.7	0.1	-6	-1.1	-1.0
COc1ccc(-c2nnn(CC(=O)OC3CCCCC3)n2)cc1OC	-0.3	-6	-0.9	0.4	2	-11	-1.2	0.1	-1	2.2	-0.7
CCCCN=C1CC(C)(C)CC(=O)/C1=C(/O)CCCN1C(=O)c2ccccc2C1=O	-0.1	-1	-2.0	0.5	0	-4	-1.5	0.6	-5	-3.0	-0.4
O=C(CSc1nc2ccccc2[nH]1)NCCCn1ccnc1	0.6	-3	-0.4	1.6	-3	4	-0.3	1.0	2	3.5	-2.0
CN(C)c1cccc(C(=O)Nc2cccc(F)c2)c1	1.1	1	-0.1	4.4	6	7	0.7	2.1	-31	6.7	-0.8
CC(C)c1[nH]nc2c1C(c1cccnc1)C(C#N)=C(N)O2 (stereo not drawn)	-0.1	-4	-0.5	-1.5	2	7	-1.4	0.0	4	-4.3	-1.7
Brc1csc2ncccc12	0.5	4	-1.6	2.5	-2	3	0.3	0.7	-4	-1.4	1.1
CC(C)n1c(N2CCN(C(=O)N3CCCCC3)CC2)nc2ccccc21	-1.0	-8	-1.1	-0.3	-4	3	-2.8	0.4	-1	-0.9	1.4
c1ccc(Cc2nnc3n2CCCCC3)cc1	-0.4	3	-1.1	-3.5	-2	9	-0.7	0.2	0	1.6	1.9
CCOc1ccc(CCN2C(=O)C(=O)N([C@@H](CC(C)C)CN3CCC[C@@H]3CN3C(=O)C(=O)NC[C@@H]3Cc3ccccc3)C[C@@H]2CC(C)C)cc1	-1.9	8	-0.9	-0.4	-5	-6	-2.0	-2.0	-1	1.3	0.0
CCc1cc2c(=O)n(C(C)C(=O)OC3CCCCC3)cnc2s1 (stereo not drawn)	0.8	4	-0.5	4.8	5	7	4.4	-0.1	0	3.3	-2.3
COc1ccccc1NC(=O)CSc1nc(N)c(C#N)cc1C#N	-0.3	73*	-1.9	3.3	-4	-3	-1.3	.	-4	2.0	-1.0
CC1CCN(C(=O)CN2C(=O)C(=O)N(C)C2=O)c2ccccc2S1 (stereo not drawn)	-0.4	-5	-0.6	-0.3	-1	5	-0.6	1.0	-1	-2.5	0.4
O=C(CC1C(=O)NCCN1Cc1c(F)cccc1Cl)NCCCn1ccnc1 (stereo not drawn)	0.3	1	-0.8	1.4	-2	5	0.4	1.6	-4	-3.8	1.1
C/C(=C\C(=O)c1ccccc1)Nc1ccc2c(c1)OCO2	0.8	-6	-1.3	0.1	2	13	-0.6	0.7	-21	3.5	-0.9
CC1CCN(C(=O)COC(=O)C2CCN(S(=O)(=O)c3c(Cl)cccc3Cl)CC2)CC1	-1.3	1	-0.8	0.8	-2	1	-1.2	-0.1	-5	2.4	0.3
COc1ccc(C(=O)C2CCCN(Cc3cccn3-c3nccs3)C2)cc1F (stereo not drawn)	-0.9	3	-1.5	-1.5	-2	-1	-1.7	0.9	-11	-4.4	-1.8
[O-]C1=N[N+](=C(c2ccccc2)c2ccccc2)C1	0.3	-3	-1.4	-2.3	1	-1	-1.2	-0.5	1	-0.3	0.1
CN(CCC#N)C(=O)COC(=O)c1c2c(nc3ccccc13)/C(=C/c1ccco1)CC2	0.1	-38	-0.3	3.8	-3	-14	-0.2	1.0	-76	-1.1	-3.5
COc1ccc(C2NCCn3cccc32)cc1 (stereo not drawn)	-0.5	-5	-1.2	-0.9	-1	3	-0.4	-0.3	-38	-1.4	-1.5
COc1ccc(-c2cn(Cc3ccc(C(=O)c4ccccc4)cc3)nn2)cc1	0.2	1	-0.6	.	2	0	1.9	.	-2	1.0	-0.9
CCCN(CC(=O)Nc1ccc(F)c(F)c1F)C(=O)Cc1ccc(S(=O)(=O)N2CCOCC2)s1	-0.2	-11	-1.5	2.0	-1	-22	0.2	0.8	-34	0.3	0.6
COc1ccc(CNC(=O)CSc2ncnc3ccccc23)cc1OC	-0.1	-7	-0.7	0.5	0	5	-0.9	-0.9	-4	-2.1	1.3
COc1ccccc1/C=C1/C(=O)N(c2ccc([N+](=O)[O-])cc2)N=C1C	0.4	4	-1.6	0.0	-3	-2	-0.3	0.8	-1	-1.4	-1.9
CCCCNC(=O)C(NC(=O)c1cccnc1)C(=O)c1ccccc1 (stereo not drawn)	-0.1	5	-1.5	.	-2	-2	1.1	.	4	-1.1	2.9
COc1cc(C(=O)N=c2sc3c(C)ccc(OC)c3n2C)cc(OC)c1OC	0.6	7	-1.6	4.0	-3	16	1.1	-0.1	-46	-2.8	1.4
Cc1cccc(N2CCN(C(=O)CN3C(=O)NC4(CCCCCC4)C3=O)CC2)c1C	-0.8	-4	-0.8	0.5	-2	0	-2.0	-2.5	-8	-2.4	-1.4
CC[C@H](C)[C@H](NC(N)=O)C(=O)NNC(=O)c1ccc(COc2cccc3cccnc23)cc1	0.5	3	-1.1	-0.3	-2	-9	-0.7	-1.6	-37	0.7	-1.6
Cc1ccc(OCC(=O)N(Cc2ccccc2)c2ccccn2)cc1	-0.1	4	0.6	0.9	1	-3	-0.3	0.1	3	1.0	-0.9
O=C(COc1cccc(-n2cnnn2)c1)Nc1ccc([N+](=O)[O-])cc1	-0.7	-12	-0.9	-1.8	2	4	-0.2	1.6	1	1.9	2.1
O=C(CNC(=O)c1ccccc1)NCC(=O)OCc1ccccc1Cl	-0.4	1	-1.1	0.8	-2	-1	-1.9	.	0	1.3	-0.5

Screening results: PubChem, several laboratories
